Bioassay records: PubChem, several laboratories
PMI act satM6P: human PMI activators, high substrate, primary screen, biochemical, fluorescence intensity, near-saturating mannose 6-phosphate; Mannose-6-phosphate isomerase (Homo sapiens), P34949; coupled PMI enzyme assay, resazurin fluorescence, 20 min; active compounds read high; 1 = untreated enzyme, 0 = substrate-free blank; activation factor at 20 µM; 190,000 tested, 0.34% active;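 active means activation factor of 2 or more at 20 µM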
Target sequence (P34949 whole entry, looked up): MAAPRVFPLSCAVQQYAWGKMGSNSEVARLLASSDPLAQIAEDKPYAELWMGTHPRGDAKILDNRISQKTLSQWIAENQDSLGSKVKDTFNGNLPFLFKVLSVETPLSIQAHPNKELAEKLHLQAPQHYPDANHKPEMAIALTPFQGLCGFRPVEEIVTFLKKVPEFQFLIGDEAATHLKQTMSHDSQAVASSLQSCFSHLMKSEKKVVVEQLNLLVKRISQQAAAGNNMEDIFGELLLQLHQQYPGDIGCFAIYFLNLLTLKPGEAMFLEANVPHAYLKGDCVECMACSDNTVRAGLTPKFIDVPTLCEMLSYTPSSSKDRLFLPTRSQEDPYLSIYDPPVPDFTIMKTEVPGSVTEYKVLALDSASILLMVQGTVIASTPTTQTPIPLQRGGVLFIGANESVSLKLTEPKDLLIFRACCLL
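Test system: human phosphomannose isomerase with PGI, G6PDH, diaphorase coupling enzymes; Amount: PMI at 15 ng/mL final; Reagent: Mannose-6-phosphate 1.0 mM (near-saturating) plus 0.22 mM NADP+; Timing: 20 min, room temperature; Technique: resorufin fluorescence at Ex 544/Em 590 nm; Dosing: 20 µM single dose.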
bIAP activator: bovine intestinal alkaline phosphatase activators, primary screen, biochemical, bovine IAP, CDP-star luminescence | 200,000 tested, 0.17% active | purified bovine IAP, 30 min; active compounds read high; fold of DMSO-control signal, blank-subtracted | activation factor at 20 µM | alkaline phosphatase, intestinal [Bos taurus];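 active means activation factor of 2 or more at 20 µM, a signal rise over negative controls twice the positive control's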
PMI act: activators of human PMI, primary screen, biochemical, fluorescence intensity, near-Km mannose 6-phosphate | purified human PMI, coupled resazurin fluorescence, 20 min; active compounds read high; 1 = vehicle control, 0 substrate-free wells | activation factor at 20 µM | Mannose-6-phosphate isomerase (Homo sapiens), P34949 | AID 1214, 2008 | 190,000 tested, 0.005% active;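 active means activation factor of 2 or more at 20 µM, relative to plate controls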
TNAP inh hiacc: human TNAP enzyme inhibitors, primary screen, biochemical, luminescent, high phosphate acceptor level, uHTS; Alkaline phosphatase, tissue-nonspecific isozyme (Homo sapiens), P05186; purified TNAP, CDP-star luminescence, 1 M DEA; inhibition, % at 20 µM; 200,000 tested, 0.03% active;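 active means over 50% inhibition of tissue-nonspecific alkaline phosphatase at 20 µM in the single-dose screen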;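 further: plate controls were DMSO wells for no effect and EDTA-quenched wells as full inhibition for full effect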
TNAP inh noacc: human TNAP enzyme inhibitors, primary screen, biochemical, luminescent, no phosphate acceptor, uHTS; Alkaline phosphatase, tissue-nonspecific isozyme (Homo sapiens), P05186; purified TNAP, CDP-star luminescence, 30 min; 200,000 tested, 0.26% active; inhibition, % at 20 µM;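 active means tissue-nonspecific alkaline phosphatase inhibition above about 50% at 20 µM in the single-dose screen, limit read from the data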;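 further: 0% = DMSO negative control and 100% = EDTA positive control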
APP 5'UTR act: activators of APP 5'UTR luciferase reporter, primary screen, SH-SY5Y cells | SH-SY5Y APP 5'UTR luciferase reporter, luminescence; zero percent = DMSO vehicle wells | 190,000 tested, 1% active | AID 1276, 2008 | activation, % at 2 µM;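 active means activation above a set limit, based on mean plus 3 SD of controls, cut at about 140% in these data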; further: values of inactives mirror those of a sister screen read the other way
TNAP act hi DEA: TNAP activators at high phosphate acceptor level, primary screen, biochemical, luminescence, uHTS. Alkaline phosphatase, tissue-nonspecific isozyme (Homo sapiens), P05186. purified TNAP, CDP-star luminescence, 1 M DEA, 30 min; active compounds read high; 0 = EDTA background, 1 = DMSO-only activity. activation factor at 20 µM. 200,000 tested, under 10 active;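 active means activation factor at least 2 at 20 µM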
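Dosing: 20 µM single point. System: human TNAP. Amount: TNAP 1/800 final. Incubation: 30 min, room temperature. Read-out: TNAP activation factor scaled between EDTA and DMSO control wells. Signal: luminescence from CDP-star hydrolysis. Medium: 1 M DEA, pH 9.8, Mg2+, Zn2+. Control set: EDTA negative control, DMSO positive control.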
NF-kB expr up: activators of NF-kB expression in neurons, primary screen, cell-based, HTS; human neuronal cells, NF-kB reporter expression; active compounds read high; fold change at 12.5 µM; 190,000 tested, 1.6% active; AID 1239, 2008; in the data active means fold change above about 3.3
FLuc inh counter: firefly luciferase enzyme inhibitors, primary screen, artefact control for luciferase-based inhibitor screens, biochemical, luminescence, ATPLite. 10 min. inhibition, % at 10 µM. Luciferin 4-monooxygenase (Photinus pyralis), P08659. 200,000 tested, 1.5% active;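 active means inhibition above about 50% when tested at 10 µM, limit read from the data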
Target sequence (P08659 whole entry, looked up): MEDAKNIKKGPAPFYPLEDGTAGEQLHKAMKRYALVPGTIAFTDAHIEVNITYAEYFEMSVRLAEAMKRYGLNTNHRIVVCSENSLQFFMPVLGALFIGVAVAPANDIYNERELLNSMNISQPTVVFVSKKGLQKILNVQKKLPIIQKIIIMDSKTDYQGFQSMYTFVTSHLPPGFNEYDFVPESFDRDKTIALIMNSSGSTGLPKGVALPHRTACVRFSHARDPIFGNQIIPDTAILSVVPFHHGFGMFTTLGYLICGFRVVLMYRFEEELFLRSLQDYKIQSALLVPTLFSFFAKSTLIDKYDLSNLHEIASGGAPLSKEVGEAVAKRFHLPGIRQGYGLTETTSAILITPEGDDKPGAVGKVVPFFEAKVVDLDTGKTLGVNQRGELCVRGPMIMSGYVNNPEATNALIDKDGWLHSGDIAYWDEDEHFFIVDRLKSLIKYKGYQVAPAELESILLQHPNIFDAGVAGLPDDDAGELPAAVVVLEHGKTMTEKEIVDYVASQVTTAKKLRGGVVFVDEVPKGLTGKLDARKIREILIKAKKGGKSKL
FLuc act counter: FLuc activators, initial screening, artefact control for FLuc-dependent activation tests, biochemical, ATPlite luminescence; Luciferin 4-monooxygenase (Photinus pyralis), P08659; ATPlite luciferase biochemical, 10 min; 0 = ATP-free wells, 1 = DMSO control; activation factor at 10 µM; 200,000 tested, under 10 active; AID 1027, 2008;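 active means luciferase activation factor, scaled between plate controls, of at least 2 with compound at 10 µM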
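Material: luciferase plus luciferin reagent, cell-free. Medium: PBS buffer for ATP. Also added: ATP substrate, dispensed from a 10.24 µM working solution in PBS. Doses: test compounds dosed from 2 mM stocks in 100% DMSO. Incubation: 10 min post-reagent at room temperature. Technique: light output (luminescence). Read-out basis: luminescence gain marking luciferase activators.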
* hit, by the source's call; . = no result given.

entry	Compound	PMI act satM6P	bIAP activator	PMI act	TNAP inh hiacc	TNAP inh noacc	APP 5'UTR act	TNAP act hi DEA	NF-kB expr up	FLuc inh counter	FLuc act counter
1	COC(=O)c1nn(-c2ccccc2)c(Sc2ccc(Br)cc2)c1/C=N/O	1	0.9	0.9	-4	-10	-3	1	0.93	-6	1.1
2	CCC(c1nnnn1C(C)(C)C)N1CCN(Cc2ccccc2OC)CC1 (stereo not drawn)	1	0.9	1	-5	-4	-8	1	1	-8	1.1
3	Cc1nn(Cc2ccccc2)c2c1C(c1ccc(Cl)cc1)C(C#N)=C(N)O2 (stereo not drawn)	0.8	0.9	0.9	4	-3	-6	1	1.2	-3	1
4	COC(=O)c1c(-n2c(C)cc(C=O)c2C)sc2c1CCCC2	1	1	1	-4	-10	-1	1	1.4	-10	1.1
5	CCOc1cc2[nH]c(=S)n(C3CCN(Cc4ccccc4)CC3)c(=O)c2cc1OCC	1.1	0.9	1.2	-3	-5	11	1	0.7	-8	1.1
6	Cc1ccccc1N1CCN(C(=O)c2ccccc2NC(=O)C2CC=CCC2C(=O)O)CC1 (stereo not drawn)	1.1	1	1	-4	14	19	1	1	-5	1
7	O=C(N/N=C/c1ccccc1)c1cc(=O)[nH]c2ccccc12	1	0.6	0.9	0	-13	10	1	1.3	-3	1
8	C=C(C)C1CC=C(C)/C(=N/NC(=O)C2CC2c2ccccc2)C1 (stereo not drawn)	0.9	1	1.1	-5	-12	-4	1.1	0.92	-5	1.1
9	COc1ccc(NC(=O)C2C(=O)N(CCO)C3(C)CC2c2ccccc2O3)cc1 (stereo not drawn)	1	1	0.9	-1	-16	46	1	0.75	0	1
10	CCOc1ccc(-n2cnnn2)cc1S(=O)(=O)NCc1ccccc1	0.8	0.9	0.9	0	-6	-4	1	1.1	-4	1
11	CCCCNCCCOc1ccc(C)cc1Br	1	0.9	0.9	-8	-11	9	1.1	1	-6	1.1
12	CC12CN3CC(C)(CN(C1)C3c1ccc(Br)cc1O)C2 (stereo not drawn)	0.9	1	0.9	-4	-6	11	1	0.98	-5	1
13	O=C(NC1CCCC1)C(c1cccs1)N(C(=O)c1ccco1)c1ccc2c(c1)OCO2 (stereo not drawn)	0.9	0.9	0.9	-2	-6	4	1	0.88	-5	1.1
14	O=C(NCCO)Nc1ccc(Cl)cc1	1.1	1.1	1	-5	-11	-3	1	1.1	-5	1.1
15	Cc1cc(NC(=O)CCCN2C(=O)/C(=C/c3cccs3)SC2=S)no1	1	0.9	0.9	9	-8	-9	0.9	1.3	-1	1
16	Cc1ccc(N/N=C/c2c(O)cc(C)oc2=O)cc1	2.2*	0.9	1.4	-4	-9	11	1	1.1	68*	0.3
17	COc1ccc(N(CCCN2C(=O)c3cccc4cccc(c34)C2=O)C(=O)c2cccc(OC)c2)cc1	0.9	0.8	0.8	-3	-7	18	1	0.63	-4	1
18	CN(C)CCCNS(=O)(=O)c1ccc(N2CCC(c3ccc(Cl)cc3)=N2)cc1	0.9	2.2*	0.8	-31	-69	-3	1.3	2	-3	1
19	CCCCC(=O)N(CCOC)c1nnc(-c2cccnc2)s1	1	1	1.1	-4	-5	-5	1	1.2	-1	1
20	COc1cc(NC(=O)C2CCCN(c3ncccn3)C2)cc(OC)c1 (stereo not drawn)	0.8	1.2	0.9	-2	-6	8	1	1.2	-1	1
21	COc1ccc(/C=C(/NC(=O)c2ccccc2)C(=O)N/N=C/c2ccncc2)cc1	1	0.9	0.8	-1	-9	12	1	1.3	-3	1
22	Cc1onc(-c2ccccc2)c1C(=O)Nc1ccnn1C1CCCCC1	0.8	0.9	0.8	1	-6	0	1	1.1	-3	1
23	Cc1nc2cc(Nc3ccncc3)ccc2s1	0.9	1	1	-6	-11	-2	1.1	1.2	-3	1
24	CCCCCCC1NC(C(=O)O)CS1 (stereo not drawn)	0.9	0.9	0.9	-5	-6	5	1	1	-4	1
25	CS(=O)(=O)N1CCC(C(=O)NCCN2CCN(Cc3ccccc3)CC2)CC1	1.1	1	1	-10	-10	-15	1.1	1.2	-7	1.1
26	CC(=O)NCC(=O)OCC(=O)c1ccccc1	0.9	1	0.9	0	-12	-15	1	1.2	-3	1
27	CCOC(=O)/C(C#N)=C(/C)c1ccc(OC)cc1	1	0.9	0.9	-7	-16	-16	1.1	1	-10	1.1
28	Cc1cc(C)c2nc(SCC(=O)NCC3CCCO3)c(C#N)cc2c1 (stereo not drawn)	.	1	.	-1	-3	-2	1	1.4	3	1
29	CCOC(=O)C1=C(O)c2ccccc2C(=O)/C1=C\c1ccc(CC)cc1	1.6	0.7	1.2	-1	34	6	1	1.1	36	0.6
30	Cc1cccc(NC(=S)NNC(=O)c2ccco2)c1	1.1	1.3	1	3	-122	15	1	1.5	9	0.9

Arranged by SMILES length (rising): some entries from above.
entry	Compound	PMI act satM6P	bIAP activator	PMI act	TNAP inh hiacc	TNAP inh noacc	APP 5'UTR act	TNAP act hi DEA	NF-kB expr up	FLuc inh counter	FLuc act counter
24	CCCCCCC1NC(C(=O)O)CS1 (stereo not drawn)	0.9	0.9	0.9	-5	-6	5	1	1	-4	1
30	Cc1cccc(NC(=S)NNC(=O)c2ccco2)c1	1.1	1.3	1	3	-122	15	1	1.5	9	0.9
22	Cc1onc(-c2ccccc2)c1C(=O)Nc1ccnn1C1CCCCC1	0.8	0.9	0.8	1	-6	0	1	1.1	-3	1
29	CCOC(=O)C1=C(O)c2ccccc2C(=O)/C1=C\c1ccc(CC)cc1	1.6	0.7	1.2	-1	34	6	1	1.1	36	0.6

Returning to the listing, starting 3 compounds before the break.
entry	Compound	PMI act satM6P	bIAP activator	PMI act	TNAP inh hiacc	TNAP inh noacc	APP 5'UTR act	TNAP act hi DEA	NF-kB expr up	FLuc inh counter	FLuc act counter
28	Cc1cc(C)c2nc(SCC(=O)NCC3CCCO3)c(C#N)cc2c1 (stereo not drawn)	.	1	.	-1	-3	-2	1	1.4	3	1
29	CCOC(=O)C1=C(O)c2ccccc2C(=O)/C1=C\c1ccc(CC)cc1	1.6	0.7	1.2	-1	34	6	1	1.1	36	0.6
30	Cc1cccc(NC(=S)NNC(=O)c2ccco2)c1	1.1	1.3	1	3	-122	15	1	1.5	9	0.9
31	CCCCC(=O)Nc1ccc(C(=O)NNC(=O)c2cccs2)cc1	1	1	0.9	1	1	10	1	1.1	-6	1.1
32	O=S(=O)(c1ccccc1)c1nc(-c2ccco2)oc1NCCN1CCOCC1	1.3	1	1.2	-6	-14	-6	1.1	1.1	-4	1
33	CCN(CC)c1ccc(C(=O)OCC(=O)NCC2CCCO2)cc1 (stereo not drawn)	1	0.9	1.1	-5	-6	-8	1.1	1.1	-4	1
34	COc1cc(OC)cc(C(=O)NC(=S)NNC(=O)c2cnccn2)c1	1.1	0.9	0.7	0	-69	-9	1	0.82	-8	1.1
35	CC(=O)Nc1ccc(NC(=O)C2CC(=O)N(Cc3ccccc3)C2)cc1 (stereo not drawn)	1.1	0.9	1.1	-2	-10	18	1	1.2	-4	1
36	CCOc1ccc(C(=O)Nc2c(C(N)=O)oc3ccccc23)cc1	1	0.9	1	-1	-6	-8	1	0.67	16	0.8
37	COc1ccccc1-c1nc(C(F)(F)F)c(OC)o1	1	1	1	0	-5	24	1	0.99	1	1
38	CCOC(=O)N(NC(=O)C(O)(c1ccccc1)c1ccccc1)c1ccccc1	0.8	0.8	0.8	0	-5	2	1	1.1	1	1
39	Cc1nn2c(-c3ccccn3)ccnc2c1Br	1.1	1	1.1	-4	-12	4	1	1.2	-4	1
40	Cc1ccc(C(=O)Oc2ccc(/C=N/NC(N)=O)cc2)cc1	0.9	1.1	1	-4	-9	-20	1	1.4	1	1
41	COCCNC(=O)Cn1ncc2ccsc2c1=O	0.9	0.9	0.9	-4	0	2	1	1.1	-7	1.1
42	CCc1ccc(C2=NN(CCC(=O)NC3CC3)C(=O)CC2)cc1	1	1	1	3	2	3	1	0.88	-2	1
43	Cc1cnc2ncc3sccc3c2c1	1	1	1	-5	-7	5	1.1	1.2	1	1
44	CC(C)(C)C1CCc2c(sc(N)c2C(N)=O)C1 (stereo not drawn)	1.1	1.1	1.2	-3	-8	12	1	0.88	0	1
45	Cc1ccc(S(=O)(=O)/C(=C\N(C)C)c2cnc(Cl)s2)cc1	1	0.9	0.9	-7	-11	11	1.1	1.2	-7	1.1
